L major viab – Leishmania major promastigote growth inhibition; Leishmania major promastigotes, resazurin fluorescence viability; inhibition, % at 10 µM; 200,000 compounds, 9% hits; AID 1063; in the data active = inhibition above about 50%;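 note: promastigotes grown with compound for 44 hours at 28 °C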
Redox H2O2 prof – compounds producing H2O2 with reducing agent – biochemical, NIH compound library profiling, artefact control for MLSCN library redox annotation, primary screen; DTT-dependent redox cycling H2O2, phenol red/HRP absorbance; 100% = 100 µM peroxide control, 0% = buffer; activation, % at 10 µM; 200,000 compounds, 0.03% hits; AID 878;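 active = activation of at least 50% relative to the plate's high and low controls in the primary single-dose screen; inactive = activation below 50%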;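 note: compound incubated with DTT at 0.8 mM final as the reducing agent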
Hsp70 act – transcriptional activators of Hsp70; HeLa Hsp70 promoter luciferase reporter, luminescence; scaled: vehicle 0, proteasome-inhibitor control 100%; activation, % at 10 µM; 200,000 compounds, 0.04% hits; AID 1203;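 active = activation above the mean across all tested compounds plus 3 SD, cutoff set per campaign, cut at about 5.5% in these data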;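 note: 100% = MG132 at 30 µM as the positive control and 0% = DMSO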
S1P3 antag – blocks the human S1P3 receptor. AID 485. 170,000 compounds, 0.27% hits. inhibition, % at 4.98 µM. CHO S1P3 NFAT-BLA reporter, FRET fluorescence, antagonist mode. Q99500;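 active = inhibition above the plate cutoff, the mean inhibition of test wells on that plate plus 3 SD, cut at about 28% in these data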;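 note: cells challenged with S1P at its EC80 of 0.8 µM; blue over green emission ratio from cleaved BLA substrate after 4 h stimulation; 0% = S1P-stimulated wells and 100% = unstimulated DMSO-only wells; some compounds past the cut are filed as inactive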
Target sequence (Q99500 whole entry, looked up): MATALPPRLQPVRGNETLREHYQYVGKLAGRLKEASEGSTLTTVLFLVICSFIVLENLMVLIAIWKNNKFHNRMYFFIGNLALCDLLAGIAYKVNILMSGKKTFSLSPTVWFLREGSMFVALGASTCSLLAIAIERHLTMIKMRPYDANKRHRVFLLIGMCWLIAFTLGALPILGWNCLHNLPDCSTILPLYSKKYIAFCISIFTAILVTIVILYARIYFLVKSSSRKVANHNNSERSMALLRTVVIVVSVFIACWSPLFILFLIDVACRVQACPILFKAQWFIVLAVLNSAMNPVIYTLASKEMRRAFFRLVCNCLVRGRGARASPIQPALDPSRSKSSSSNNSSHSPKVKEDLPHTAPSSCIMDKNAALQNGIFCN
RAM network inh – blocks the yeast RAM network. S. cerevisiae dse1pr::URA3 reporter, 5-FOA growth OD615, 2 d; analog-sensitive cbk1-as2 kinase mutant strain. inhibition, % at 50 µM. 190,000 compounds, 1.8% hits;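 active = inhibition above a set limit, 3 SD over mean compound inhibition, cut at about 8.4% in these data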;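 note: 0% = DMSO-only wells with no growth and 100% = 10 µM 1-NA-PP1 full growth; inhibition rescues growth on 5-FOA so higher OD means more RAM inhibition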
TNAP inh hi DEA – inhibitors of human TNAP at high phosphate acceptor concentration; purified TNAP, CDP-star luminescence, 1 M DEA; inhibition, % at 20 µM; 200,000 compounds, 0.03% hits;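 active = over 50% inhibition of tissue-nonspecific alkaline phosphatase at 20 µM in the single-dose screen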;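 note: plate controls were DMSO wells for no effect and EDTA-quenched wells as full inhibition for full effect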
TNAP inh noacc – blocks human TNAP activity with no phosphate acceptor present; AID 1012; inhibition, % at 20 µM; purified TNAP, CDP-star luminescence, 30 min; 200,000 compounds, 0.26% hits;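 active = tissue-nonspecific alkaline phosphatase inhibition above about 50% at 20 µM in the single-dose screen, limit read from the data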;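 note: 0% = DMSO negative control and 100% = EDTA positive control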
Efa HMGR inh – blocks class II HMG-CoA reductase of Enterococcus faecalis; purified E. faecalis HMGR, NADPH absorbance 340 nm kinetic; inhibition, % at 10 µM; 190,000 compounds, 0.41% hits; AID 1066;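 active = inhibition above a set limit, the median over all tested compounds plus 3 SD, cut at about 9.5% in these data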;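 note: enzyme runs in reverse so mevalonate oxidation gives rising NADPH absorbance; 0% = complete reaction with DMSO and 100% = background rate lacking mevalonate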
PMI act hi M6P – increases human PMI activity with near-saturating mannose 6-phosphate; activation factor at 20 µM; coupled PMI enzyme assay, resazurin fluorescence, 20 min; stronger effect = higher value; 1 = untreated enzyme, 0 = substrate-free blank; 190,000 compounds, 0.34% hits;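 active = activation factor of 2 or more at 20 µM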
Target sequence (P34949 whole entry, looked up): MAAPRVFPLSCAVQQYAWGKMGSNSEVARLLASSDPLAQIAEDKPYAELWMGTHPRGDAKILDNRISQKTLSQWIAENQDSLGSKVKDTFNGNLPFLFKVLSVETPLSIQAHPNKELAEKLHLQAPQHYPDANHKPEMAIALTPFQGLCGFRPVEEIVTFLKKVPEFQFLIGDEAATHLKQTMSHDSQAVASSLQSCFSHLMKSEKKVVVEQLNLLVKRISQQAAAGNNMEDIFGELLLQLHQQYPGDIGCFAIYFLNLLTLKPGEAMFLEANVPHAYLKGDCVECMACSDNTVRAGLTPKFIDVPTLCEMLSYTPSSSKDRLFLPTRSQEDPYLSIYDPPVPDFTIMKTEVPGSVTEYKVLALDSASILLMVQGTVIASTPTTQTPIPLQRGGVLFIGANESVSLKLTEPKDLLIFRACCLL
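Test system: human phosphomannose isomerase with PGI, G6PDH, diaphorase coupling enzymes; amount: 15 ng/mL PMI; incubation: enzyme reaction with compound 20 min at room temperature; technique: resorufin fluorescence (Ex 544/Em 590 nm) from resazurin via diaphorase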
PMI act – increases human mannose-6-phosphate isomerase activity | P34949 | AID 1214 | purified human PMI, coupled resazurin fluorescence, 20 min; stronger effect = higher value; 1 = vehicle control, 0 substrate-free wells | activation factor at 20 µM | 190,000 compounds, 0.005% hits;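 active = activation factor of 2 or more at 20 µM, relative to plate controls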
* marks the source's active call; other numbers are inactive results; nt = not tested or not shown.

SMILES	L major viab	Redox H2O2 prof	Hsp70 act	S1P3 antag	RAM network inh	TNAP inh hi DEA	TNAP inh noacc	Efa HMGR inh	PMI act hi M6P	PMI act
CCN1C(=O)C2C(c3ccc(O)c(OC)c3)NC(C)(C(=O)OC)C2C1=O (centres undefined)	-4	2.0	0.0	-17	2.2	-4	-9	-4	0.9	1
CC1CC(C)CN(CCC(=O)Nc2ccc3c(c2)CCC3)C1 (centres undefined)	65*	-0.6	-0.1	-8	0.5	-4	-6	-1	0.9	0.9
COc1ccc(OCC(O)CN(C)C(=O)/C=C/c2cccc([N+](=O)[O-])c2)cc1 (centres undefined)	-3	1.2	-0.2	-7	1.5	-3	-6	-6	0.9	0.9
CCC(=O)Nc1cccc(-n2nnnc2SCC(=O)c2ccc(C)c(C)c2)c1	99*	0.1	0.4	2	1.3	-2	-18	-7	0.9	0.8
Cc1ccc2cc3c(NC(=O)CC(C)C)nn(C)c3nc2c1	6	0.1	0.0	-2	1.1	-6	-14	-1	0.9	0.9
Cc1cc(=O)[nH]c2c1c(=O)[nH]n2C1CC(C)N(C)CC1C (centres undefined)	-4	2.4	-0.4	-34	-0.1	-1	-8	-2	0.9	1
O=S1(=O)C=C(SCCN2CCCC2)c2ccccc21	4	0.0	0.1	nt	0.2	0	-6	2	1	0.9
Cc1ccnn2c(-c3ccccc3)c3c(=O)n(C)c(=O)n(C)c3c12	-1	1.3	-0.6	-2	-1.1	-2	-1	-5	1	1
O=C1CC(C(=O)N(CC2CCCO2)C(C(=O)NC2CCCCC2)c2ccncc2)CS1 (centres undefined)	-2	-0.2	-0.4	-6	0.2	4	-6	-4	1	1
CC1Cc2nc(SCC(=O)Nc3ccc4c(c3)OCO4)n(CCc3ccccc3)c(=O)c2S1 (centres undefined)	11	2.5	-0.1	24	6.2	-4	-18	-6	0.9	0.8
CN1C(=O)c2c(sc3c2CC(C)(C)SC3)N2CCN=C12	nt	nt	nt	4	nt	-2	-9	nt	1	0.9
COc1ccc(S(=O)(=O)Cc2ccc(C(=O)NCCCN3CCc4ccccc4C3)o2)cc1	2	-1.2	-0.1	nt	1.0	-3	-10	-3	1	0.9

3 of these compounds in another layout:
Each structure is followed by: L major viab, Redox H2O2 prof, Hsp70 act, S1P3 antag, RAM network inh, TNAP inh hi DEA, TNAP inh noacc, Efa HMGR inh, PMI act hi M6P, PMI act
- CN1C(=O)c2c(sc3c2CC(C)(C)SC3)N2CCN=C12
 : nt, nt, nt, 4, nt, -2, -9, nt, 1, 0.9
- CC1CC(C)CN(CCC(=O)Nc2ccc3c(c2)CCC3)C1 (centres undefined)
 : 65*, -0.6, -0.1, -8, 0.5, -4, -6, -1, 0.9, 0.9
- Cc1cc(=O)[nH]c2c1c(=O)[nH]n2C1CC(C)N(C)CC1C (centres undefined)
 : -4, 2.4, -0.4, -34, -0.1, -1, -8, -2, 0.9, 1

Next entries follow.
SMILES	L major viab	Redox H2O2 prof	Hsp70 act	S1P3 antag	RAM network inh	TNAP inh hi DEA	TNAP inh noacc	Efa HMGR inh	PMI act hi M6P	PMI act
C(=C\c1ccccc1)/C=N/n1cnnc1	3	3.8	0.3	15	1.3	-8	-5	-1	1	1.1
Cc1cc(NS(=O)(=O)c2ccc(NC(=O)C(C)Oc3ccc(Cl)cc3)cc2)no1 (centres undefined)	-12	2.9	0.1	nt	0.4	-4	-10	1	1.1	1
C/C(N)=C(/C#N)C(=O)COC(=O)c1cc2c(s1)CCC(C)C2 (centres undefined)	-2	-0.7	-0.1	-6	1.1	1	-4	1	1	1
CC1CCC(N2CC(=O)N(Cc3ccc4c(c3)OCO4)C(c3ccc(F)cc3)C2=O)CC1 (centres undefined)	32	-0.2	-0.2	nt	4.5	-3	-15	1	0.9	0.9
Cc1cc(=O)[nH]c(SCCOc2ccc(OC(C)C)cc2)n1	-4	1.3	0.0	-5	2.3	-4	-9	-4	1	0.9
CCOC(=O)CSc1cc(=O)n(C)c2cc(Cl)ccc12	2	-0.2	-0.5	9	0.9	-5	-10	1	1	1
O=C(NCCOC(=O)c1ccc(Cl)cc1)c1cccnc1	-5	0.0	0.0	nt	-1.1	-1	-26	-1	1.1	1
CCSc1nnc2n(N)c(=O)c3ccccc3n12	-6	1.4	-0.3	nt	-0.3	-2	-10	1	1	1
Cc1cc(C)n(/N=C/c2ccc(C(C)C)cc2)c(=O)c1C#N	12	-0.1	-0.5	-5	2.2	-4	-1	0	1.1	1
Cc1ccc(Cn2c3ccccc3c3cn[nH]c(=O)c32)cc1	-1	-0.5	-0.5	10	3.9	-6	3	-10	1	1
COc1ccc(-c2csc(NC(=O)CSc3nnc(Nc4ccccc4C)s3)n2)cc1	3	0.7	0.1	-17	3.8	1	-4	-2	1	1
CCC(C)NC(=O)CCn1c(-c2ccccc2)cc(C(C)=O)c1C (centres undefined)	-3	-0.5	-0.3	-12	0.5	-6	-10	-7	1	1.1
Cc1ccc(C(=O)NC(=O)OCCn2c(C)cnc2[N+](=O)[O-])cc1	5	0.9	0.0	-12	2.8	0	-8	-3	1.1	1.1
Cc1ccc(C)c(NC(=O)Cn2nnc(-c3ccc(N4CCOCC4)cc3)n2)c1	-7	-0.1	-0.3	-16	6.4	-5	-38	1	1	1
O=C(OCC(=O)N1c2ccccc2Sc2ccccc21)c1ccc[n+]([O-])c1	-6	1.1	-0.4	-11	1.1	-3	-9	-9	1.1	1.1
FC(F)(F)c1cc(-c2ccco2)nc(NCc2ccc(Cl)cc2)n1	-3	0.2	-0.4	nt	8.3	-6	-2	0	1	1
Cc1cc(C)n2nc(SCc3nnc(-c4ccccc4Br)o3)nc2n1	-5	-0.3	-0.2	-15	0.3	-8	-12	-3	1	1
Cc1cccc(C(=O)/C=C2/c3ccccc3CC(C)(C)N2C)c1	21	-5.7	0.1	nt	0.9	0	2	3	0.9	0.9
COc1ccc(OCC(=O)Nc2ccccc2C(=O)N2CCOCC2)cc1	-4	-0.3	-0.2	8	0.1	-1	-11	1	1.1	1.2
COc1ccc(/C=N/NC(=O)Cc2cc(OC)c(OC)cc2[N+](=O)[O-])cc1	-2	0.5	-0.5	8	1.4	2	-11	-10	0.9	0.8
CCOC(=O)C(Cc1ccccc1)NC(=O)Cn1nnc(-c2ccccc2)n1 (centres undefined)	0	-2.1	0.6	15	4.4	1	-9	-2	1	1
O=C(Nc1ccncc1)c1ccc2ccccc2c1	46	-0.2	-0.1	-10	-0.2	1	-5	-5	1.1	1.1
CCc1ccc(OCCOCC(O)CNC(C)(C)C)cc1 (centres undefined)	-4	0.1	-0.1	7	0.5	0	-12	0	1	0.9
COc1ccc(OCCn2cc(/C=C(\C#N)C(=O)NCc3ccco3)c3ccccc32)cc1	-3	-0.2	0.0	-14	5.2	-3	-15	6	1	0.9
COCCCNC(=O)CCn1c(=O)c2ccccc2n(CC(=O)NCCC2=CCCCC2)c1=O	0	-0.7	-0.1	-3	1.6	-2	-8	-2	1	1.1
CCOC(=O)c1oc2ccc(Cl)cc2c1NC(C)=O	-4	-0.8	0.0	-2	-0.1	-7	-14	-5	1	1.1
O=C(COC(=O)c1ccc(NS(=O)(=O)c2ccc3c(c2)OCCO3)cc1)NCC1CCCO1 (centres undefined)	-6	2.5	-0.4	-11	1.0	0	-10	-14	1	1
CN1CCN(CCCCOc2ccccc2-c2ccccc2)CC1	45	-0.5	0.1	-6	0.8	-6	-7	-3	1.2	1
O=C(COc1ccccc1Cl)c1ccc[nH]1	0	0.0	-0.2	1	-0.1	-2	-5	2	1	1.1
COCCNC(=O)C(c1ccc(OC)cc1)N(C(=O)Cn1nnc2ccccc21)c1cccnc1 (centres undefined)	-8	-0.1	-0.3	-14	1.4	2	0	-1	nt	nt
Cc1cc(Oc2ccc(=O)n(C)n2)nc(Oc2ccc(=O)[nH]n2)n1	3	-0.3	-0.1	4	2.5	-3	-2	2	1	1
BrC(=C\c1ccccc1)/C=N/N1CCN(c2ccccc2)CC1	-4	8.1	0.3	-8	2.3	2	-8	-7	0.9	1
Cc1ccc(NC(=O)C2=C(O)CCn3c2nc2ccccc23)cc1	57*	-13	-0.2	nt	4.7	-4	-10	-3	1	0.9
S=C(NNc1nc(Nc2ccccc2)nc(N2CCCCC2)n1)NC1CCCCC1	5	-0.5	-0.2	-19	3.0	-7	-97	4	1	1
CC(=O)Nc1ccc(N=Nc2ccccc2)cc1	-14	-0.1	0.0	-14	0.9	4	23	0	1	0.9
CCOC(=O)Cc1csc(NC(=O)c2ccco2)n1	6	3.7	-0.2	2	0.9	-4	-11	0	0.9	0.8
Cc1nc(N2CCN(c3ccccc3)CC2)nc2c1C(=O)CC(C)C2 (centres undefined)	7	0.4	-0.3	7	4.5	-2	-7	-4	1	1.1
Clc1ccc(COn2nnc3ccccc32)c(Cl)c1	-2	-0.2	-0.2	-34	4.2	-2	-7	1	1	0.9
CCCCn1c(C(C)NC(=O)c2cccs2)nc2ccccc21 (centres undefined)	11	-1.2	-0.2	nt	-1.5	-2	-4	-3	0.9	0.9
Cc1ccc(NC(=O)COc2ccc(/C=C3/SC(=Nc4ccccc4)N(Cc4cccnc4)C3=O)cc2)cc1	1	0.7	-0.4	nt	0.3	5	0	-2	1	1.1
O=C(Oc1cccnc1)c1ccc(Cl)cc1	-2	-1.2	-0.1	-13	-0.5	-10	-18	-3	1	1
COc1ccc(NC(=O)c2[nH]c(C)c(C(C)=O)c2C)cc1S(=O)(=O)N1CCOCC1	-4	0.0	-0.1	7	1.3	4	-10	-1	1	1.1
O=C(NCCO)c1cccc(S(=O)(=O)N2CCCCC2)c1	-4	2.2	-0.1	-6	0.9	-10	-14	-7	1	1
COc1ccccc1/C=C/C(=O)N1CCC(c2ccccc2)C1 (centres undefined)	-8	0.0	0.1	-3	0.1	-4	-14	-1	1	1.1
CC(=O)c1cccc(NC(=O)C(OC(=O)c2ccccc2NS(=O)(=O)c2cccs2)c2ccccc2)c1 (centres undefined)	33	-0.6	0.3	2	5.3	2	-6	-1	1	0.8
COc1cccc(Sc2cc(N3CCOCC3)nc(-c3ccccc3)n2)c1	12	-3.8	-0.1	nt	7.8	-4	-4	0	0.9	0.8
N#Cc1ccsc1NC(=O)CN1CCCCC1	-4	0.2	-0.4	nt	0.4	-3	-8	-1	1	1
COCCNC(=O)Cn1cc(S(=O)(=O)N2CCN(c3ccccc3F)CC2)c2ccccc2c1=O	-14	-2.8	-0.3	2	-0.1	-4	-2	2	0.8	0.8
CCC(=O)c1c(NCCc2ccccc2)cc(C)oc1=O	-2	0.2	-0.3	-5	0.3	-4	-18	-5	0.9	0.9
COc1ccccc1C(CC(=O)Nc1ccc(C)c(C)c1)c1ccc(OC(C)C)cc1 (centres undefined)	51*	0.8	-0.3	-4	3.6	-6	-31	-9	1.1	0.9
CCOC(=O)c1c(-c2ccc(C)o2)csc1NC(=O)CSc1nncs1	5	1.0	-0.3	-8	12*	-7	-14	-6	1	1.1
O=C(NCC1CCCO1)C(c1ccncc1)N(Cc1cccs1)C(=O)CN1C(=O)c2ccccc2S1(=O)=O (centres undefined)	-9	0.3	0.1	-4	1.7	-9	-7	4	1	1

High-throughput results deposited in PubChem by several laboratories.
